# CCHF vOTU inh: CCHFV vOTU protease inhibitors, primary screen, biochemical, Pep-AMC substrate, fluorescence. Crimean-Congo hemorrhagic fever virus L polyprotein viral ovarian tumor (vOTU) protease …. inhibition, % at 11.5 µM. 0.55% of 370,000 active. AID 651958, 2012; note: 0% = vehicle wells with enzyme and 100% = no enzyme wells
# UGM FP inh: M. tuberculosis UGM enzyme inhibitors, primary screen, biochemical, fluorescence polarization, single point. purified UGM, fluorescence polarization probe displacement. 0.06% of 320,000 active. inhibition, % at 10 µM. UDP-galactopyranose mutase (Mycobacterium tuberculosis (strain ATCC 25618 / H37Rv)), …; in the data active = inhibition above about 10%, passing the limit was not always enough; inconclusive = no clear call, values can overlap the other calls
# Target sequence (P9WIQ1 whole entry, looked up): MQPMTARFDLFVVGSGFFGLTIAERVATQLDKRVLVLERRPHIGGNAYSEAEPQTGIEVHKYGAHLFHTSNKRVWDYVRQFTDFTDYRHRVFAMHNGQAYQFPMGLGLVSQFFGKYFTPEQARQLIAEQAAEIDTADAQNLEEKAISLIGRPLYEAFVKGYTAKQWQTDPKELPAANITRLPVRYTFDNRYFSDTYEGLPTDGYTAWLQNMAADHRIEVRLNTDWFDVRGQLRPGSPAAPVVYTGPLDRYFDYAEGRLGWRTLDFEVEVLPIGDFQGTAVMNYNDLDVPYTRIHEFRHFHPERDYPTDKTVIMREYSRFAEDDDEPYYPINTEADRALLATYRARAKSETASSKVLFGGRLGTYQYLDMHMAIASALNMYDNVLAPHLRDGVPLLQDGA
# PrPC TRFRET: inhibitors of human cell surface prion protein PrPC, primary screen, cell-based, TR-FRET; 0.43% of 370,000 active; AID 720596, 2013; inhibition, % at 13.8 µM; TR-FRET read-out; in the data active = inhibition above about 24%; note: 0% = median of the test wells and 100% = reference compound wells
# BioA inh: M. tuberculosis BioA enzyme inhibitors, primary screen, biochemical, plate reader, single point, HTS; 0.096% of 360,000 active; AID 602481, 2012; 7,8-diaminopelargonic acid synthase BioA (Mycobacterium tuberculosis); inhibition, % at 9.99 µM; purified M. tuberculosis BioA enzyme; in the data active = inhibition above about 40%; inconclusive = no clear call, values can overlap the other calls
# GDH-TPI counter: GDH-TPI coupling enzyme inhibitors, primary screen, artefact control for M. tuberculosis FBA inhibitor project, biochemical, absorbance, full deck | inhibition, % at 4.8 µM | AID 588335, 2011 | 1.2% of 360,000 active | GDH-TPI coupled enzyme counterscreen, NADH absorbance;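 note: 0% = DMSO wells and 100% = wells lacking the enzyme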
# BoNT-A LC inh2: BoNT/A light chain protease inhibitors, primary screen, biochemical, flow cytometry, MLPCN library. inhibition, % at 10 µM. multiplex microsphere protease substrate cleavage. Botulinum neurotoxin type A light chain protease (Clostridium botulinum A str. ATCC 3502). AID 588499, 2011. 0.17% of 360,000 active; in the data active = inhibition above about 30%; inconclusive = no clear call, values can overlap the other calls; note: plate controls were buffer without enzyme for full effect and enzyme alone for no effect
# BoNT F protease: BoNT/F light chain protease inhibitors, primary screen, biochemical, flow cytometry, MLPCN library | Botulinum neurotoxin type F light chain protease (Clostridium botulinum) | Multiplex microsphere protease cleavage assay | inhibition, % at 10 µM | 0.22% of 360,000 active; in the data active = inhibition above about 35%, passing the limit was not always enough; inconclusive = no clear call, values can overlap the other calls; note: plate controls were buffer without enzyme for full effect and enzyme alone for no effect
# FBA Mtb inh: Mtb FBA enzyme inhibitors, primary screen, biochemical, fluorescence, strain H37Rv. Fructose-bisphosphate aldolase (Mycobacterium tuberculosis (strain ATCC 25618 / H37Rv)), …. purified M. tuberculosis FBA, fluorescence read-out. inhibition, % at 1 µM. 2.3% of 360,000 active. AID 588726, 2011; in the data active = inhibition above about 27%;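 note: 0% = vehicle and 100% = reference inhibitor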
# Target sequence (P9WQA3 whole entry, looked up): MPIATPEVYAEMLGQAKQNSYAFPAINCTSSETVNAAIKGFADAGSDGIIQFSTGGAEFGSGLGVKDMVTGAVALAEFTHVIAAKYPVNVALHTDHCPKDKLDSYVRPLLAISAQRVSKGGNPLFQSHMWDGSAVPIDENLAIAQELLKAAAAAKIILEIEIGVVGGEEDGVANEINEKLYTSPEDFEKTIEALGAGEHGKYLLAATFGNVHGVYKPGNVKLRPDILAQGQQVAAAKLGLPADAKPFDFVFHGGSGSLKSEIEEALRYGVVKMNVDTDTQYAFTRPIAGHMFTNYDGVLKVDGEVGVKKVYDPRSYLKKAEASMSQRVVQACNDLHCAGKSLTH
# FadD28 FP inh: inhibitors of FadD28 bisubstrate probe binding, primary screen, biochemical, fluorescence polarization, single point; Mycobacterium tuberculosis FadD28 fatty-acid-AMP ligase; inhibition, % at 12.5 µM; 0.22% of 360,000 active; AID 588549, 2011; in the data active = inhibition above about 8.5%, passing the limit was not always enough; inconclusive = no clear call, values can overlap the other calls
# * hit, by the source's call; ? = inconclusive; . = not tested or not shown. Cut-off read from the data, not from the text of the source, unless noted: active = inhibition above about 30%; inactive = the rest.
(1) CCCC(NS(=O)(=O)c1ccc(C)cc1)C(=O)O (configuration not stated)
(2) O=C(CSc1nc2ccccc2o1)Nc1nc(-c2ccccc2)c(-c2ccccc2)s1
(3) CN(C)c1ccc(CNC2C3CC4CC(C3)CC2C4)cc1 (configuration not stated)
(4) CCOC(=O)CNc1c(-c2ccccc2)nc2ccc(Cl)cn12
(5) Cc1cc([N+](=O)[O-])nn1CC(=O)Nc1ccc(F)cc1
(6) COc1ccc(-n2nnnc2SCC(=O)Nc2ccccc2)cc1
(7) NS(=O)(=O)c1cc(C2(O)NC(=O)c3ccccc32)ccc1Cl (configuration not stated)
(8) COc1ccc(-n2nnnc2SCC(=O)N2CCN(C(=O)c3ccco3)CC2)cc1OC
screen / no.	1	2	3	4	5	6	7	8
BoNT-A LC inh2	-0.2	-2.2	-2.5	0.4	-0.7	0.0	-0.3	-0.1
UGM FP inh	3.6	0.9	3.8	6.2	0.2	-0.5	-2.7	1.0
GDH-TPI counter	-11	11	14	4	16	21	0	-3
BioA inh	-3.1	.	-0.4	0.8	-0.3	-1.4	-1.5	.
CCHF vOTU inh	-2	-1	-4	-2	7	-3	2	2
BoNT F protease	3	-14	4	-6	-2	4	-7	-1
FadD28 FP inh	-3.9	-0.9	-1.2	-2.0	0.6	-3.9	0.2	-0.3
FBA Mtb inh	-3	0	2	2	4	18	6	1
PrPC TRFRET	0	-5	2	-11	3	-8	-7	7

(9) COC(CNC(=O)CN1C(=O)COc2ccc(S(=O)(=O)N3CCOCC3)cc21)OC
(10) Cc1cc(C2=NNC(=Nc3ccc(S(=O)(=O)N4CCOCC4)cc3)SC2)c(C)n1C
(11) O=C(O)CCc1ccc(-c2ccccc2)n1NC(=O)c1cccs1
(12) CCCN(CCC(=O)Nc1cc(OC)cc(OC)c1)CC1CC1
(13) COc1ccc2c(c1)c(/C=N/Nc1nc3ccccc3[nH]1)c(C)n2C
(14) O=c1ccc2cc(S(=O)(=O)N3CCN(c4ccccc4F)CC3)ccc2[nH]1
(15) Cc1ccc(S(=O)(=O)CCc2nc3ccccc3[nH]2)cc1C
(16) CN1CCN(c2ccc(NC(=O)c3cccs3)cc2)CC1
screen / no.	9	10	11	12	13	14	15	16
BoNT-A LC inh2	-0.8	0.3	-1.9	3.7	.	-1.2	-1.3	-1.3
UGM FP inh	-0.4	3.0	0.2	0.4	1.5	-0.6	2.2	2.2
GDH-TPI counter	5	0	2	-4	12	12	-3	8
BioA inh	-0.2	-1.6	.	-0.5	0.1	-1.1	.	0.5
CCHF vOTU inh	9	24	-13	-3	9	3	-12	-15
BoNT F protease	0	-12	-4	-38	.	-10	0	-13
FadD28 FP inh	1.0	-4.7	-0.5	-2.9	1.7	-0.1	-1.4	-1.3
FBA Mtb inh	-1	-2	7	3	1	0	4	1
PrPC TRFRET	2	-2	-3	-11	25*	-4	5	-1

(17) CCOc1ccc(CN(C(=O)c2ccccn2)c2ccc(OC)c(Cl)c2)cc1
(18) COc1ccc(C(=O)NC2CCCc3c2cnn3-c2ccccc2F)o1 (configuration not stated)
(19) O=C(NCc1ccc2c(c1)OCO2)Oc1ccccc1
(20) CN(C=C1C(=O)CC(C)(C)CC1=O)CCN1CCNCC1
(21) Cc1ccc(CNC(=O)C2CCC(=O)N(CCc3ccccn3)C2)s1 (configuration not stated)
(22) O=C(NC(=S)Nc1ccc(-c2ccccc2)cc1)c1ccccc1
(23) COc1ccccc1CN(C(=O)c1cnccn1)C(C(=O)NC1CCCCC1)c1cc(OC)c(OC)c(OC)c1 (configuration not stated)
(24) CC(C)c1ccccc1NC(=S)NC1CCN(Cc2ccccc2)CC1
screen / no.	17	18	19	20	21	22	23	24
BoNT-A LC inh2	-0.4	-1.2	-1.4	-1.1	-0.8	0.4	-2.9	-0.6
UGM FP inh	-0.3	0.7	0.3	0.8	1.9	.	-1.9	.
GDH-TPI counter	-7	7	14	2	2	14	7	8
BioA inh	2.0	-3.1	-1.5	-0.7	-0.3	-1.6	-1.0	.
CCHF vOTU inh	6	1	-6	8	6	-16	9	20
BoNT F protease	0	-1	-10	19	-6	-5	-3	-4
FadD28 FP inh	.	-0.7	0.1	-1.2	-3.5	.	-2.7	-0.2
FBA Mtb inh	-2	-1	3	3	-1	1	-2	0
PrPC TRFRET	-7	12	7	-7	3	0	2	1

# Given with tabs: entries from further up
nr	molecule	BoNT-A LC inh2	UGM FP inh	GDH-TPI counter	BioA inh	CCHF vOTU inh	BoNT F protease	FadD28 FP inh	FBA Mtb inh	PrPC TRFRET
13	COc1ccc2c(c1)c(/C=N/Nc1nc3ccccc3[nH]1)c(C)n2C	.	1.5	12	0.1	9	.	1.7	1	25*
14	O=c1ccc2cc(S(=O)(=O)N3CCN(c4ccccc4F)CC3)ccc2[nH]1	-1.2	-0.6	12	-1.1	3	-10	-0.1	0	-4
15	Cc1ccc(S(=O)(=O)CCc2nc3ccccc3[nH]2)cc1C	-1.3	2.2	-3	.	-12	0	-1.4	4	5
16	CN1CCN(c2ccc(NC(=O)c3cccs3)cc2)CC1	-1.3	2.2	8	0.5	-15	-13	-1.3	1	-1
17	CCOc1ccc(CN(C(=O)c2ccccn2)c2ccc(OC)c(Cl)c2)cc1	-0.4	-0.3	-7	2.0	6	0	.	-2	-7
18	COc1ccc(C(=O)NC2CCCc3c2cnn3-c2ccccc2F)o1 (configuration not stated)	-1.2	0.7	7	-3.1	1	-1	-0.7	-1	12
19	O=C(NCc1ccc2c(c1)OCO2)Oc1ccccc1	-1.4	0.3	14	-1.5	-6	-10	0.1	3	7
20	CN(C=C1C(=O)CC(C)(C)CC1=O)CCN1CCNCC1	-1.1	0.8	2	-0.7	8	19	-1.2	3	-7
21	Cc1ccc(CNC(=O)C2CCC(=O)N(CCc3ccccn3)C2)s1 (configuration not stated)	-0.8	1.9	2	-0.3	6	-6	-3.5	-1	3

# Next section
(25) CC(C)CNC(=O)CN(C1CCCCC1)S(=O)(=O)c1ccccc1
(26) COc1ccccc1CNS(=O)(=O)c1c(C)[nH]c(C)c1C(=O)N1CCCC1
(27) Cc1nc(SCC(=O)N2CCCCCC2)c2c(=O)n(C)c(=O)n(CC(C)C)c2n1
(28) CCCCOc1ccc(C(=O)NCc2ccccn2)cc1
(29) O=C(CN1C(=O)NC2(CCCC2)C1=O)OCc1ccc(Cl)cc1Cl
(30) Cc1cccc(C)c1NC(=O)C1CCCN(CCCc2ccccc2)C1 (configuration not stated)
(31) CCS(=O)(=O)N1CCC(C(=O)N2CCc3ccccc3C2)CC1
(32) CCOc1ccc(NC(=O)N[C@@H](Cc2ccccc2)C(=O)O)cc1
screen / no.	25	26	27	28	29	30	31	32
BoNT-A LC inh2	0.3	-1.6	-1.6	0.8	-1.1	-0.7	-0.7	0.8
UGM FP inh	-2.6	-1.1	.	2.1	2.7	.	-0.9	3.6
GDH-TPI counter	9	8	-5	-9	-2	4	4	-22
BioA inh	-0.2	7.1	4.8	.	0.9	0.1	0.7	.
CCHF vOTU inh	-9	9	23	19	0	2	0	-3
BoNT F protease	6	-10	-10	3	5	-6	-3	-5
FadD28 FP inh	-1.1	0.1	1.3	-0.3	-3.3	-0.1	-1.5	-4.6
FBA Mtb inh	3	0	-4	0	0	1	4	-2
PrPC TRFRET	-2	0	9	-4	-5	-8	6	-3

(33) O=C(CCS(=O)(=O)c1ccc(Br)s1)NCc1cccs1
(34) CCCCCNC(=O)Cc1ccc(S(=O)(=O)N2CCOCC2)s1
(35) CC(=O)Nc1ccc(NC(=O)CCCCCN2C(=O)c3ccccc3C2=O)cc1
(36) Nn1c(SCC(=O)Nc2cccc(C(F)(F)F)c2)nncc1=O
(37) CC(=O)c1cn(C)c(=O)c2ccccc12
(38) Cc1cc(NC(=O)COc2ccc(F)c(Cl)c2)no1
(39) CC(C)c1nc(SCC(=O)Nc2ccc3c(c2)OCCO3)c2c(=O)n(C)c(=O)n(C)c2n1
(40) COc1ccc(OCC(=O)NNC(=O)c2cccc(S(=O)(=O)N(C)C)c2)cc1
screen / no.	33	34	35	36	37	38	39	40
BoNT-A LC inh2	1.0	.	3.7	0.6	.	-2.5	0.7	1.3
UGM FP inh	2.2	-0.8	0.6	-0.5	-0.3	2.1	-2.4	0.3
GDH-TPI counter	-5	0	-10	0	7	2	5	20
BioA inh	2.8	0.5	-0.5	-0.5	-0.6	-1.6	-0.8	2.1
CCHF vOTU inh	-14	-6	3	7	5	-5	-7	-3
BoNT F protease	-3	.	4	-2	.	-4	5	-7
FadD28 FP inh	0.1	-3.2	-2.9	-3.1	0.0	-0.8	0.2	-0.3
FBA Mtb inh	-1	-1	-2	-1	-1	2	-1	2
PrPC TRFRET	-1	-3	0	-6	-7	2	2	0

(41) COc1cc(C(=O)NCc2cc3ccccc3n2C)cc(OC)c1OC
(42) O=C(OCc1ccc([N+](=O)[O-])cc1)c1cc([N+](=O)[O-])ccc1N1CCOCC1
(43) CC(C)C1Nc2ccc(C(=O)NCCCN3CCOCC3)cc2NC1=O (configuration not stated)
(44) O=C(CSc1nc2ccsc2c(=O)n1CC1CCC(C(=O)O)CC1)c1ccc(F)cc1 (configuration not stated)
(45) Cc1ccc(C2NC(=O)NC(O)(C(F)(F)F)C2C(=O)c2ccccc2)o1 (configuration not stated)
(46) CCC(C)n1c(O)c(/C=N/NC(=O)c2ccncc2)c(=O)[nH]c1=S (configuration not stated)
(47) CC12CCC(=O)N1C(C(=O)Nc1ccc(F)c(F)c1F)CS2 (configuration not stated)
(48) Cc1ccc2c(c1)c(N=Nc1ccc([N+](=O)[O-])cc1)c(O)n2C
screen / no.	41	42	43	44	45	46	47	48
BoNT-A LC inh2	-0.6	-1.4	-2.5	0.2	1.1	-0.9	0.7	0.0
UGM FP inh	-3.1	.	-0.7	-5.7	0.0	0.8	-1.9	0.4
GDH-TPI counter	0	13	4	3	21	4	5	-5
BioA inh	3.6	.	-0.6	0.2	-1.0	.	.	-9.6
CCHF vOTU inh	-6	11	.	-6	1	-12	-8	-9
BoNT F protease	?	-7	-4	-3	2	-4	-1	-25
FadD28 FP inh	-1.9	1.5	-3.0	-1.0	-2.6	-2.7	-2.8	-2.0
FBA Mtb inh	-4	-4	0	-2	5	3	-1	1
PrPC TRFRET	1	-16	.	5	-3	-7	5	2

(49) Cc1ccc(NC(=S)/N=C(\N)Nc2nc(C)c3cc(C)ccc3n2)c(C)c1
(50) S=C(NCc1ccco1)N/N=C/c1ccc(Cl)cc1
(51) O=C(CSc1nc2ccccc2c(=O)n1CCCN1CCOCC1)NC12CC3CC(CC(C3)C1)C2
(52) COc1cccc(CN2C(=O)[C@H]3Cc4c([nH]c5ccccc45)C(C)(C)N3C2=O)c1
(53) COc1ccc(Br)cc1S(=O)(=O)NCCN1CCOCC1
(54) CCN1CCC[C@H]1CNCCCn1cnc2c(SC)ncnc21
(55) CCOC(=O)C1=C(C)N=C2SC(C)C(=O)N2C1c1ccc(C(=O)OC)cc1 (configuration not stated)
screen / no.	49	50	51	52	53	54	55
BoNT-A LC inh2	1.1	-0.7	-0.4	0.1	0.1	0.0	-0.5
UGM FP inh	-0.3	0.5	-4.8	0.1	0.2	.	1.0
GDH-TPI counter	11	7	11	4	4	2	4
BioA inh	2.0	.	.	0.1	.	1.5	-0.4
CCHF vOTU inh	8	4	19	1	-4	8	8
BoNT F protease	-2	-3	4	1	-1	-7	?
FadD28 FP inh	-2.3	-7.5	-5.3	2.8	-0.5	-0.5	-2.4
FBA Mtb inh	2	-2	0	-3	2	1	-7
PrPC TRFRET	5	3	-2	-3	5	4	-5
